Screening data (PubChem BioAssay)
dFosB act – mouse delta FosB homodimer activation. P13346. purified delta FosB, TAMRA-CDK5 oligo fluorescence polarization; percent of positive-control signal above neutral wells. activation, % at 25 µM. 0.99% of 340,000 active. AID 493131;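 active = mean activation above about 17%, with every replicate also reaching it, limit read from the data, passing the limit was not always enough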;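 note: fluorescence polarization rise as delta FosB binds a TAMRA Cdk5 AP-1 oligo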
CAL PDZ FP-1 – human CAL PDZ-peptide interaction inhibition. 0.02% of 330,000 active. purified CAL PDZ, TMR-peptide fluorescence polarization, 1 h. Q9HD26. inhibition, % at 20 µM. AID 504414;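 active = highest replicate inhibition of at least 40%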;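 note: plate controls were DMSO neutral control wells for no effect and unlabeled competitor peptide control wells for full effect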
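System: purified tagged CAL PDZ domain construct (CerCALP). Schedule: 1 h incubation at room temperature before polarization reading. Medium: 25 mM sodium phosphate pH 7.4, 150 mM NaCl, TCEP, IgG, Thesit. Read-out: percent inhibition from loss of millipolarization. Measured by: FP readout, S and P plane fluorescence. Probe or stimulus: fluorescent TMR peptide probe.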
V-ATPase pHluor – yeast V-ATPase proton transport regulation by pHLuorin; AID 504577; S. cerevisiae, pHLuorin cytosolic pH fluorescence; response, % at 10 µM; 0.37% of 350,000 active; in the data active = response mostly above about 7.3%, no sharp cut-off; inactive = mostly below about 5.4%; note: actives read high; inactives centre near 0; some compounds called inactive have numbers as strong as hits; reference of the scale not given here
cardiac RTF act – increases calcium sensitivity of human cardiac regulated thin filaments; IANBD-labeled TnC RTF fluorescence at EC20 calcium; 0% EC20 calcium, 100% full calcium; activation, % at 7.2 µM; 0.24% of 340,000 active; AID 493008;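 active = activation above the mean over all tested compounds plus 3 SD, cut at about 30% in these data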;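 note: rise in fluorescence read as greater calcium sensitivity of cardiac thin filaments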
Tat export inh – E. coli Tat transport inhibition. E. coli MC4100 TorA-mCherry Tat export, fluorescence. inhibition, % at 10 µM. 0.036% of 340,000 active;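 active = mean replicate inhibition at least 50% and at least half of replicates individually reaching 50%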;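 note: exported cargo escapes ClpAP degradation while cytoplasmic cargo is degraded and loses fluorescence; 0% = median of neutral control wells and 100% = median of NaSCN control wells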
CDK5 inh – CDK5/p35 (human) kinase inhibition | Q00535+Q15078 | Recombinant CDK5/p35, ADP-Glo luminescence, 60 min | inhibition, % at 10 µM | 0.01% of 330,000 active;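 active = highest replicate inhibition of at least 50% and at least 75% of replicates reaching 50%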;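 note: plate controls were DMSO neutral control for no effect and GW8510 at 10 µM for full effect; many of its hits are not listed in these tables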
Target sequence (Q00535 whole entry, looked up): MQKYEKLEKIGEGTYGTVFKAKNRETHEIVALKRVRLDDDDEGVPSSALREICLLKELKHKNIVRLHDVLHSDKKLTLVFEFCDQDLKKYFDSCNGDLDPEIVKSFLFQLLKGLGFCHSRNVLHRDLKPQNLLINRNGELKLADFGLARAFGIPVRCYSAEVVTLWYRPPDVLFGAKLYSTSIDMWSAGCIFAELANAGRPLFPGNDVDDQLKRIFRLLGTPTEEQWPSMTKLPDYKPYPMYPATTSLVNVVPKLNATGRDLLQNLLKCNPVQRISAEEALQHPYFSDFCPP
Target sequence (Q15078 whole entry, looked up): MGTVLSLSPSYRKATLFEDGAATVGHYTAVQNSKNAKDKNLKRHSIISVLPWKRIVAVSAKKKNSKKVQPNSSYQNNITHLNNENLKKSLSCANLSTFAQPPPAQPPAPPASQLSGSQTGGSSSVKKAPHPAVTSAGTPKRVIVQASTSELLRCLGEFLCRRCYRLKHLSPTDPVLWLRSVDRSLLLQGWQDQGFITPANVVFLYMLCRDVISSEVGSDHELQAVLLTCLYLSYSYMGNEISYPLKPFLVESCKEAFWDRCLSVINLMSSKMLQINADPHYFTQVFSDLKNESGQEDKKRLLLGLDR
CAL PDZ FP-2 – CAL PDZ (human) peptide binding inhibition; inhibition, % at 24.9 µM; purified CAL PDZ, TMR-peptide fluorescence polarization, 1 h; AID 602252; 0.92% of 300,000 active;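 active = mean inhibition of at least 30% with at least half of replicates also reaching 30%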;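 note: 0% = DMSO neutral control and 100% = excess unlabeled competitor peptide PRC23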
Rtt109 HAT inh – blocks Candida albicans Rtt109/Vps75 acetyltransferase activity; Q5AAJ8; purified Rtt109/Vps75, ThioGlo CoA-SH fluorescence, 4 h; inhibition, % at 34.9 µM; 0.16% of 330,000 active;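 active = inhibition of at least 50% in every replicate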
Target sequence (Q5AAJ8 whole entry, looked up): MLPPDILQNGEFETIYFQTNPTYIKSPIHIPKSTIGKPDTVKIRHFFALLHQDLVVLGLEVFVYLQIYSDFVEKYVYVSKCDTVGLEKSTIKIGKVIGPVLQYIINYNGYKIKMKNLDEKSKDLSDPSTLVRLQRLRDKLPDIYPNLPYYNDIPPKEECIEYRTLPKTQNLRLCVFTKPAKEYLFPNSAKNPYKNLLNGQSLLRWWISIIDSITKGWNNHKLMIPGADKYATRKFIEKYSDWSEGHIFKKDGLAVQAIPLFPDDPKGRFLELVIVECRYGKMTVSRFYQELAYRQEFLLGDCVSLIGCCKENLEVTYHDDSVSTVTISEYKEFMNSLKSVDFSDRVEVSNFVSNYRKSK
Wnt act – activates Wnt/beta-catenin signaling in a reporter cell assay. activation, % at 9.35 µM. activator, plate reader. AID 743398. 1.2% of 300,000 active; in the data active = activation above about 30%, passing the limit was not always enough;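 note: 0% = neutral control wells and 100% = positive control wells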
MITF act – MITF TRPM1 promoter activation in melanoma cells; SK-MEL-5 TRPM1-promoter luciferase, 24 h; % of positive control, neutral wells = 0; 0.75% of 300,000 active; activation, % at 12.5 µM;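 active = mean activation of at least 80% with every replicate also reaching 80%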;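 note: 0% = neutral control wells and 100% = parthenolide positive control wells; values of inactives mirror those of a sister screen read the other way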
The depositor's hits bear a star; / = not tested or not shown.

SMILES	dFosB act	CAL PDZ FP-1	V-ATPase pHluor	cardiac RTF act	Tat export inh	CDK5 inh	CAL PDZ FP-2	Rtt109 HAT inh	Wnt act	MITF act
COC(=O)c1c(NC(=O)Cc2cccs2)sc(C(=O)N2CCCCC2)c1C	-7	0.3	-10	-4	-6	0.6	-2	-9	/	10
CCN(CC)c1ccc(NC(=O)CN2CCN(c3nc(C)cc(C)n3)CC2)cc1	-3	-0.9	4	1	-2	-2.3	-7	11	/	-14
Nc1c([N+](=O)[O-])cc(-c2cnc[nH]2)cc1[N+](=O)[O-]	-3	-0.9	-1	-2	-4	-1.5	/	2	-1	-17
CC(=O)OC1C2CCC1C([N+]1(C)CCCCC1)CC2 (stereo unspecified)	0	-1.2	0	3	-4	1.5	-4	-4	-1	5
COc1ccc(NS(=O)(=O)c2cc(NC(=O)c3cnccn3)ccc2OC)cc1Br	-10	-1.4	-2	-1	1	0.7	71*	4	-3	-10
CCOC(=O)c1ccc(Nc2cc3ccccc3c(=O)[nH]2)cc1	3	0.0	0	3	-16	-1.5	1	3	1	2
COC(=O)c1ccc(N)c(CS(=O)(=O)c2ccc(Cl)cc2)c1	7	-0.2	-2	-4	-2	-0.1	-4	6	-1	6
O=C(O)[C@@H]1CCCN1S(=O)(=O)c1cccc(S(=O)(=O)N2CCC[C@H]2C(=O)O)c1	-2	1.3	1	-6	-2	1.0	0	1	-1	3
CCCCC(=O)Nc1cccc(NC(=O)CC)c1	-3	-1.8	-2	-1	-6	0.8	-1	-3	/	/
CC(C)N(CCNC(=O)c1ccc(CS(=O)(=O)c2c(Cl)cccc2Cl)o1)Cc1ccccc1	-11	-1.8	3	4	-2	0.2	1	-4	-2	5
Cc1ccc(NC(=O)Cn2nc(C(F)(F)F)c3c2CCC3)cc1	-5	-0.6	-6	-2	-4	0.2	/	-17	-3	12
Cc1c(C)c2c(OCC(=O)N3CCC(C(=O)O)CC3)cc3c(c2oc1=O)CCC(C)(C)O3	-2	-1.8	-2	0	6	-1.7	-5	-60	/	-2
CCc1cc2c(=O)c(-c3cscn3)coc2c(CN(C)C)c1O	-11	-0.3	-2	4	2	-1.2	-3	-171	/	-13
COCCNc1nc(N)c([N+](=O)[O-])c(N2CCCCCC2)n1	-6	/	7	4	-7	1.3	-5	3	0	0
COc1cccc(Nc2nc3ccc(C(=O)c4ccccc4)cc3n3cnnc23)c1	19*	-1.5	-3	-3	-4	-1.9	5	-1	-10	7
CCc1cc(-c2[nH]ncc2-c2ccc([N+](=O)[O-])cc2)c(O)cc1OC	-9	0.0	1	-5	7	-1.5	-5	-1	/	-14
CCC1CCCCN1CCCNC(=O)CSc1nc2nc(C)c(Cc3ccc(C)cc3)c(C)n2n1 (stereo unspecified)	-6	-0.2	-1	2	-6	1.5	-3	10	-1	16
CCOC(=O)/C(C#N)=N/Nc1ccccc1OC	0	-3.0	0	4	-2	-0.2	-6	-1	3	23
CC(C)C[C@H](NC(=O)c1nc[nH]c1C(=O)NC1CCNCC1)C(=O)OCc1ccccc1	-3	1.3	0	-4	-10	0.7	-2	-8	-2	8
COc1ccc2c(c1)CCc1c(C(=O)Nc3c(C)n(C)n(-c4ccccc4)c3=O)noc1-2	-7	-2.8	1	6	5	-1.8	/	5	/	-5
O=C(/C=C/c1cccc([N+](=O)[O-])c1)OCC(=O)N1CCOCC1	-1	0.1	4	1	5	1.3	5	1	-1	/
CCOC(=O)C(C)N1N=C(/C=C/c2ccc(C)cc2)CCC1=O (stereo unspecified)	2	-1.0	2	11	-9	-0.7	2	-8	0	-8
CC(C)C[C@@H](CN)NC(=O)c1nc[nH]c1C(=O)N[C@@H](C)C(=O)CNC[C@H](C)NC(=O)c1nc[nH]c1C(=O)N[C@@H](C)C(=O)O	-3	0.9	0	-6	-1	1.2	11	-4	-1	4
CC(C)(C)C(=O)N1CCN(c2ccc([N+](=O)[O-])c(NCc3cccnc3)c2)CC1	-3	-1.1	4	-1	-4	0.5	4	/	-2	-15
Cc1onc(-c2ccccc2)c1C(=O)NCc1cccs1	-1	-0.3	-4	1	-3	-0.4	-2	6	-5	0
SMILES	dFosB act	CAL PDZ FP-1	V-ATPase pHluor	cardiac RTF act	Tat export inh	CDK5 inh	CAL PDZ FP-2	Rtt109 HAT inh	Wnt act	MITF act
CCSc1nc2c(c(=O)[nH]c(=O)n2C)n1C	3	-2.5	-2	1	3	-0.7	0	-2	-9	/
COc1cc(CN2CCN(S(=O)(=O)c3ccccc3)CC2)cc(OC)c1OC	5	-0.1	-1	0	1	-1.3	-1	5	0	/
Cc1ccc(S(=O)(=O)Nc2ccc(C(=O)N3CCCC3)cc2)c(C)c1NS(C)(=O)=O	-6	0.1	0	0	-4	-2.1	6	1	-1	0
COc1ccc(N2CCN(C(=O)Cc3ccc(C)cc3)CC2)cc1	0	-1.5	6	-8	2	-0.1	-1	-2	-1	/
COc1ccc(NC(=O)N2CCCC(C(=O)NCCc3ccccc3)C2)cc1 (stereo unspecified)	-2	-3.4	1	8	5	-1.0	-4	14	1	20
COc1ccc(-c2nn(-c3ccccc3)cc2CNC[C@H]2O[C@@H](n3cnc4c(N)ncnc43)[C@H](O)[C@@H]2O)cc1	6	-15	1	9	-2	0.0	-2	8	-2	4
CC1CCCC(NC(=O)/C=C/c2c(F)cccc2Cl)C1C (stereo unspecified)	2	0.4	0	4	-7	0.0	-2	-10	3	34
COC(=O)c1cn(NC(=O)Cn2nc([N+](=O)[O-])c(Cl)c2C)c(=O)c2ccccc12	8	-1.7	-1	1	-6	0.4	-3	-3	-1	2
CN(C)c1ccc(-c2nc3n(n2)C(c2cccnc2)C2=C(CC(C)(C)CC2=O)N3)cc1 (stereo unspecified)	-6	-0.9	7	0	-7	-1.5	-2	-15	-1	-13
O=C1CC(N2CCN(c3ccccc3Cl)CC2)C(=O)N1c1ccc(F)cc1 (stereo unspecified)	1	-2.1	-3	-3	1	0.9	-3	-4	-9	10
Cc1cccc(N(C)S(=O)(=O)c2c(C)[nH]c(C)c2C(=O)N2CCCC2)c1	-9	-0.1	-5	-4	-4	-0.8	-7	3	0	8
CNC(=O)C1CC(=O)N(c2ccc(OCC(=O)N3CCCC3)cc2)C1 (stereo unspecified)	9	-0.9	-4	-4	-8	0.3	0	-6	-1	-5
CC(=O)N1c2ccc(S(=O)(=O)N3CCCC3)cc2CC1C(=O)Nc1cc(C)cc(C)c1 (stereo unspecified)	8	-0.3	-5	-5	-1	1.9	-1	5	1	15
O=C(Nc1ccc2c(c1)OCO2)N1CCC(CO)(CC2CCCCO2)CC1 (stereo unspecified)	1	-0.5	-1	11	-2	-3.3	3	-7	-3	11
O=c1c(Cc2ccc(Cl)cc2)c(O)ccn1Cc1ccccc1	-7	-0.9	7	-4	1	0.7	0	5	-3	-12
CCNC(=O)C(C)Sc1ccc(Cl)cc1 (stereo unspecified)	4	-0.2	2	6	-2	-0.7	-2	2	0	9
Cc1ccnc(NS(=O)(=O)c2ccc(NC(=O)CN3C(=O)CCC3=O)cc2)n1	3	-0.5	-2	4	1	-0.5	2	-50	-2	0
C=CCn1c(=O)c2ccccc2n2c(Sc3nnnn3-c3ccccc3)nnc12	0	0.6	-6	-8	-1	-1.3	-5	-1	/	-10
Cc1cc(C)c2c(N)c(C(=O)c3ccccc3)oc2n1	-14	-1.7	5	2	0	-2.5	7	6	/	6
CCc1cccc(C)c1NC(=O)Cn1nc(C)n2cccc2c1=O	5	-1.9	1	0	-5	3.6	-3	-8	3	9
CNC(=O)c1cc(Nc2nnc(-c3ccc(O)cc3)c3ccccc23)ccc1OC	-13	-1.2	-2	0	-1	0.0	/	26	5	0
Brc1cccc(CNCc2ccncc2)c1	-15	-6.1	2	3	-2	0.1	-3	4	0	/
Cc1cccc(NC(=O)CC2(CC(=O)O)CCCC2)c1	3	0.4	-2	4	-1	0.0	-6	-11	1	/
Oc1ccccc1OCCOc1ccccc1OCCOc1ccccc1O	-8	0.2	-4	0	7	-0.1	-4	4	9	4
CC(C)(C)c1ccc(C(=O)Nc2c3c(nn2C(C)(C)C)CS(=O)(=O)C3)cc1	-8	-0.5	-4	-5	0	1.7	-4	4	-3	14
SMILES	dFosB act	CAL PDZ FP-1	V-ATPase pHluor	cardiac RTF act	Tat export inh	CDK5 inh	CAL PDZ FP-2	Rtt109 HAT inh	Wnt act	MITF act
CCc1nc(N=Nc2c(O)[nH]c3ccccc23)c2c3c(sc2n1)CCC3	-6	0.2	-1	4	4	-3.1	-3	-2	24	-45
CCCc1nnc(SCC(=O)N2CCOCC2)n1CC1CCCO1 (stereo unspecified)	8	-1.4	4	0	6	-3.3	-3	-3	-1	-4
Cc1cc(C)nc(SCC(=O)NNS(=O)(=O)c2ccc(C#N)cc2)n1	0	-3.1	-2	-7	2	1.3	-5	1	-3	4
CN(C)S(=O)(=O)c1ccc(NC(=O)CCNC(=O)c2ccc([N+](=O)[O-])cc2)cc1	-6	-1.6	6	0	3	-4.1	0	-5	/	-11
CC(=O)Nc1ccc(OC(=O)c2ccc(Br)c([N+](=O)[O-])c2)cc1	-1	-1.0	-7	-3	-8	0.8	-2	-1	-2	2
CN(c1ccc(C(=O)N2CCN(c3ccc(F)cc3)CC2)cc1)S(C)(=O)=O	0	-0.1	-2	-2	-4	0.2	4	-19	-2	/
COc1ccc(C(=O)N2CCOCC2)cc1Br	-1	-1.0	4	-2	-15	2.2	-6	1	-5	-9
O=C(COC(=O)Cc1ccc(S(=O)(=O)N2CCOCC2)s1)Nc1ccc(F)cc1F	-4	0.0	-2	0	5	0.2	45*	-8	1	5
Cc1onc(-c2ccccc2Cl)c1C(=O)Nc1ccccc1N1CCOCC1	6	-0.3	-4	-4	8	-1.0	1	-5	-2	-8
CC(=O)c1cccc(NC(=O)CO/N=C2/CCCc3nonc32)c1	4	-0.9	4	4	9	1.1	3	-2	-4	15
CCc1nnc(NC(=O)CCn2cnc3ccccc3c2=O)s1	-1	0.4	2	/	-4	0.4	-4	-4	-1	3
Cc1cc(C)n(-c2nc(-c3ccc(Cl)c(Cl)c3)cs2)n1	-2	-1.0	8	4	-5	0.2	-2	-20	/	45
Cc1nc(C)c(C(=O)Nc2cccc(Cl)c2)o1	-9	-0.9	0	-2	9	2.0	/	-7	/	14
CCCCCC(=O)OCCc1c(C)nc2nc[nH]n2c1=O	-16	-0.7	6	4	-17	0.9	-1	-1	-1	22
O=C(c1n[nH]c2ccccc12)N1CCCCC1	7	-0.9	7	-3	1	1.1	-1	-3	1	-6
CCOC(=O)CN1C(c2ccc(O)cc2)Nc2ccc(Br)cc2C1c1ccccc1 (stereo unspecified)	-12	-2.2	-1	-7	-1	0.9	-2	34	-3	-11
COc1ccc(S(=O)(=O)N2CCC(C(=O)N[C@@H](C)C(=O)NCc3ccncc3)CC2)cc1	-4	-1.8	-3	-8	-11	-2.9	-2	34	1	6

Structures listed so far that have a tert-butyl group, in the order listed:
SMILES	dFosB act	CAL PDZ FP-1	V-ATPase pHluor	cardiac RTF act	Tat export inh	CDK5 inh	CAL PDZ FP-2	Rtt109 HAT inh	Wnt act	MITF act
CC(C)(C)C(=O)N1CCN(c2ccc([N+](=O)[O-])c(NCc3cccnc3)c2)CC1	-3	-1.1	4	-1	-4	0.5	4	/	-2	-15
CC(C)(C)c1ccc(C(=O)Nc2c3c(nn2C(C)(C)C)CS(=O)(=O)C3)cc1	-8	-0.5	-4	-5	0	1.7	-4	4	-3	14
